Rat MKP-3 inhibitors: inhibition of rat DUSP6 enzyme activity – biochemical, in vitro, primary screen (AID 425) | recombinant MKP-3 phosphatase activity, fluorescence; higher % means a stronger effect | one-dose inhibition, % at 20 µM; IC50 in µM for titrated hits | hit rate 0.17% among 110,000; in the data active = inhibition above about 50%;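 note: plate controls were vehicle for no effect and reference inhibitor for full effect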
Hsp70 inhibitors: small molecules displacing fluorescent ligand from Hsp70 – biochemical, fluorescence polarization, primary screen (AID 583) | Hsp70 fluorescence polarization probe displacement, mP; higher % means a stronger effect | displacement, % at 20 µM; hits with a dose series show IC50 in µM | hit rate 0.06% among 140,000; in the data active = displacement above about 50%;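 note: plate controls were vehicle for no effect and reference ligand for full effect; a part of the inactive calls stands beside numbers as strong as those of hits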
* hit, by the source's call; / = no result given; & = joins results of further samples. Some of the compounds tested; the hit share may differ from the screen's.

Second line of a record: Rat MKP-3 inhibitors | Hsp70 inhibitors
1. COc1ccccc1OCCC(=O)OCC(=O)Nc1ncc(Cl)cc1Cl
    2% | 8.2%
2. CS(=O)(=O)N(CC(=O)Nc1cccc(Br)c1)c1ccc(Oc2ccccc2)cc1
    0% | 1.8%
3. COc1ccc(N2C(=O)C(Cl)=C(Nc3ccccc3F)C2=O)cc1
    2% | 0.0%
4. O=C(O)/C=C/C(=O)NNC(=O)c1cc(O)cc(O)c1
    3% | -0.8%
5. CC(C)(C)OC(=O)c1c(N)n(CCCN2CCCC2=O)c2nc3ccccc3nc12
    -9% | -2.8%
6. Cc1cc(=O)[nH]c(SCc2cccc(Br)c2)n1
    -15% | /
7. Cc1sc2nc(SCC(=O)NCc3ccco3)n(Cc3ccccc3)c(=O)c2c1C
    / | -1.8%
8. COc1ccc(N2CC(C(=O)Nc3ccccc3C(=O)NCc3ccco3)CC2=O)cc1 (configuration not stated)
    -6% | -1.9%
9. Cc1nc(C)n(CC(O)COc2ccc(C(=O)c3ccccc3)cc2)n1 (configuration not stated)
    -10% | 2.6%
10. COc1ccc(-n2c(CCN3C(=O)c4ccccc4C3=O)nc3ccccc3c2=O)cc1
    5% | -0.3%
11. Cc1csc(OCC(=O)Nc2ccc(C)c(C)c2)n1
    / | 3.8%
12. CN(C(=O)c1ccccc1)c1ccc(OCC(=O)NC2CCS(=O)(=O)C2)cc1 (configuration not stated)
    -11% | 2.9%
13. CCOC(=O)c1cc(-c2ccc(Cl)s2)nc2c1c(C)nn2C
    -2% | 0.4%
14. CCn1c(Cc2ccccc2)nnc1SCC(=O)Nc1ccc(C)cc1
    / | -3.4%
15. CCCN1C(=O)SC(CC(=O)Nc2ccc(Br)cc2)C1=O (configuration not stated)
    -4% | 2.8%
16. COc1cc(/C=C2/C(=O)NC(=S)N(c3ccccc3F)C2=O)ccc1OCc1ccc(C(=O)O)cc1
    -5% | -2.7%
17. CN1C(=O)NC(NC(=O)c2ccncc2)(C(F)(F)F)C1=O (configuration not stated)
    -7% | 2.8%
18. NC(=S)N/N=C/c1cc([N+](=O)[O-])ccc1OCCOc1ccccc1
    / | 1.9%
19. CC1CCCCC1n1c(=S)[nH]c2ccccc2c1=O (configuration not stated)
    1% | 6.3%
20. O=C(Nc1nnc(-c2ccco2)s1)c1ccco1
    1% | 5.0%

More results
Second line of a record: Rat MKP-3 inhibitors | Hsp70 inhibitors
21. CCCc1nc(NCc2ccncc2)c2nnn(Cc3ccccc3F)c2n1
    -7% | 8.4%
22. COc1ccc2c(c1)CC/C(=C\c1ccccc1)C2=O
    2% | 3.0%
23. O=C(CN1CCC(n2nnc3cc(F)ccc32)CC1)NC1CC1
    0% | -1.4%
24. COc1ccc(OC)c(-n2c(O)c(C=NCc3ccc(F)cc3)c(=O)[nH]c2=O)c1
    -2% | -4.0%
25. Cc1nn(C)cc1CNC(=O)c1ccc(Br)o1
    -9% | 1.4%
26. Cc1cc(S(=O)(=O)n2cnc3ccccc32)c(C)cc1Cl
    -12% | 7.1%
27. CCn1c2ccccc2c2cc(C=Nc3cccc4c(=O)[nH][nH]c(=O)c34)ccc21
    6% | -32%
28. Cc1ccc(C)c(-n2nnnc2SCC(=O)NCCC2=CCCCC2)c1
    5% | 0.4%
29. CNc1nc(C)c(C#N)c(-c2ccccc2)c1C(C)=O
    -4% | 1.9%
30. CC(C)N(CC#CC(O)(c1ccccc1)c1ccccc1)C(C)C
    -2% | 2.8%
31. Cc1cc([N+](=O)[O-])ccc1N=Cc1ccc(O)cc1O
    5% | -3.4%
32. CCCCOc1ccc(-c2cnc(S(C)(=O)=O)nc2)cc1
    -1% | -0.5%
33. O=c1[nH]c(C2CCCN(S(=O)(=O)c3ccccc3)C2)nc2c1nnn2Cc1ccccc1 (configuration not stated)
    -3% | -5.3%
34. CN(Cc1ccccc1)S(=O)(=O)c1ccc(NS(C)(=O)=O)cc1
    4% | -1.5%
35. CC1(C)NC(=O)N(CCOc2cccc(Oc3ccccc3)c2)C1=O
    -11% | -0.8%
36. CC1=NN(c2ccccc2)C(=O)C1/C=C1\NC(=S)NC1=O (configuration not stated)
    -3% | 5.1%
37. CCN(CCNC(=O)C1CCN(Cc2nc(-c3ccc(Cl)cc3)oc2C)CC1)c1ccccc1
    -4% | 2.3%
38. CCCCS(=O)(=O)/C=C\C1C2C=CC(C2)C1S(=O)(=O)CCCC (configuration not stated)
    -12% | 0.1%
39. Cc1nc2ccccc2c(=O)n1/N=C/c1c(O)ccc2oc3c(c12)CCCC3
    6% | 4.6%
40. CC(=O)Nc1ccc(S(=O)(=O)NC(C(=O)O)C2=CCC=CC2)cc1 (configuration not stated)
    -10% | 0.9%

(listing goes on)
Second line of a record: Rat MKP-3 inhibitors | Hsp70 inhibitors
41. CCOC(=O)COc1ccc(S(=O)(=O)N2CCN(c3ccc(F)cc3)CC2)cc1
    / | -1.0%
42. O=C(NC(=S)Nc1ccc(Br)cn1)c1ccco1
    3% | 4.0%
43. Cc1cc(=O)oc2cc(OCC(=O)C(C)(C)C)ccc12
    2% | -1.2%
44. C=CCNC(=S)NNC(=O)c1ccc(OCCCC)cc1
    / | -0.3%
45. CCn1c(CNC(=O)c2ccc3c(c2)OCO3)nnc1SCC(=O)Nc1cc(C)ccc1OC
    -5% | 5.4%
46. O=C(Nc1ccc(C(=O)Nc2ccc(Cl)cc2)cc1)c1ccccc1
    3% | 1.5%
47. O=C(COc1ccccc1)NCCSCc1ccco1
    -1% | 0.4%
48. Cc1ccccc1S(=O)(=O)NNC(=O)c1ccccc1O
    2% | 2.0%
49. Cc1cc(C)c2cccc(NC(=S)NC(=O)c3ccccc3)c2n1
    -3% | 0.3%
50. CCC(c1nc2ccccc2c(=O)n1-c1cccnc1)N1C(=O)c2ccccc2C1=O (configuration not stated)
    -2% | -2.1%
51. CC1(C)CC(=O)c2cnc(NCc3ccco3)nc2C1
    3% | 4.7%
52. CC(=O)Nc1nc(C)c(-c2csc(Nc3ncccn3)n2)s1
    -4% | -0.9%
53. Cn1c(=O)[nH]c(=O)c2c1nc(Br)n2CCOc1ccccc1
    1% | -4.3%
54. c1ccc(Cc2nnc3sc(-c4ccc5c(c4)OCO5)nn23)cc1
    -18% | -2.5%
55. CN(C(=O)CSc1nc(-c2ccccc2)cs1)C1CCS(=O)(=O)C1 (configuration not stated)
    / | -0.8%
56. COc1ccc(C2CC(=O)N(CCCN(C)C)C2)cc1 (configuration not stated)
    0% | -0.5%
57. Cc1nc2c3ccccc3[nH]c(=O)n2n1
    4% | 3.7%
58. CC(NS(=O)(=O)c1ccccc1)C(=O)NCc1ccco1 (configuration not stated)
    / | -1.8%
59. CCOC(=O)CCCSc1nc2sc(C)c(C)c2c(=O)[nH]1
    8%&4% | -0.8%&-6.1%
60. CC(Sc1cccc(C(F)(F)F)c1)C(=O)NC(N)=O (configuration not stated)
    -5% | 14%

Next records:
Second line of a record: Rat MKP-3 inhibitors | Hsp70 inhibitors
61. O=C(CSc1nnc(C2CCCCC2)n1-c1ccccc1)NCc1ccco1
    -10% | 2.3%
62. CC1(C)C(C=C(Cl)Cl)C1C(=O)ON1C(=O)CCC1=O (configuration not stated)
    15% | 0.6%
63. N#C/C(=C\c1cccc(O)c1)C(=O)Nc1ccc(F)cc1
    4% | 2.4%
64. CCN(Cc1ccncc1)S(=O)(=O)c1ccc(C(C)=O)cc1
    -2% | -4.1%
65. Cc1cc2c(cc1C)NC(c1cccc(C(F)(F)F)c1)C1=C(CC(C)(C)CC1=O)N2 (configuration not stated)
    5% | -4.9%
66. CC1CCN(S(=O)(=O)c2cccc3cccnc23)CC1
    1% | 1.0%
67. COc1cc2c(cc1NC(=O)c1ccc3c(c1)OCO3)oc1ccccc12
    0% | 6.1%
68. O=C(c1ccco1)N1CCN(C(=O)C2(S(=O)(=O)c3ccc(Cl)cc3)CC2)CC1
    -6% | -1.5%
69. COc1ccc(OC)c(NC(=O)c2cc3ccccc3o2)c1
    -2%&2% | -3.8%&-3.4%
70. Cc1cccc(OCC(=O)Nc2ccc(Cl)c(Cl)c2)c1
    2% | -4.4%
71. CCCCNC(=O)CSc1nc2ccccc2c(=O)n1CC1COc2ccccc2O1 (configuration not stated)
    / | 6.9%
72. CC1(C)OC(=O)C(=Cc2ccc(-c3ccc(Cl)cc3Cl)o2)C(=O)O1
    8% | -3.2%
73. O=C(Nc1nnc(-c2ccccc2Cl)o1)c1cccnc1
    4% | -4.6%
74. CCOc1cc(/C=C2/C(=O)NC(=O)N(c3ccc(C)cc3)C2=O)ccc1OC
    1% | 2.2%
75. CCN(CC)CCNC(=O)c1ccc2c(c1)ncn2C1CCCCC1
    9% | 5.4%
76. O=C(CSc1ncnc2c1cnn2Cc1ccccc1)Nc1ccc2c(c1)OCCO2
    -1% | -2.4%
77. CCOC(=O)c1c(NC(=O)c2ccncc2)sc2c1CC(C)(C)OC2
    2% | 1.1%
78. O=C(COc1ccc(F)cc1Br)N1CCc2ccccc21
    0% | 4.6%
79. Cn1cccc1Cc1nnc(SCC(N)=O)n1CCc1ccccc1
    -2% | -1.0%
80. CCCC(=O)Nc1nc2nc(-c3ccccc3)cc(=O)n2[nH]1
    / | 3.1%

Next structures
Second line of a record: Rat MKP-3 inhibitors | Hsp70 inhibitors
81. O=S(=O)(NC1CCCCC1)c1ccc(Cl)s1
    0% | -2.7%
82. CCOc1ccc2nc(NC3=NCN(CC4CCCO4)CN3)nc(C)c2c1 (configuration not stated)
    / | 2.0%
83. CC(=O)Oc1ccc2oc(C)c(C(=O)O)c2c1
    4% | -2.6%
84. c1ccc(Cn2nnc3c(N4CCCC4)ncnc32)cc1
    -9% | 101%
85. C=CCN1C(=O)/C(=C\c2ccc(C(=O)OC)cc2)C(C(=O)OC)=C1C
    0% | -5.1%
86. COc1ccc(S(=O)(=O)N2CCC(C(=O)Nc3ccc4c(c3)OCCO4)CC2)cc1OC
    / | -0.2%
87. Cc1cc(N2CCN(c3nnnn3-c3ccccc3)CC2)n2ncnc2n1
    -15% | 0.2%
88. C/C(=C\c1ccccc1)CN1CCC(C(=O)N2CCC(C)CC2)CC1
    / | 0.9%
89. CCC(=O)N1CCc2cc(S(=O)(=O)NC(Cc3ccccc3)C(=O)Nc3nccs3)ccc21 (configuration not stated)
    / | 10%
90. CC(=O)c1ccc(-n2c(C)ccc2-c2ccccc2)cc1
    3% | -2.7%
91. COc1ccc(NC(=O)c2ccc3c(c2)n(C)c(=O)n3C)cc1
    0% | -1.1%
92. O=C1N=C(N2CCCC2)S/C1=C\c1ccccc1
    2% | -3.1%&1.7%
93. COC(=O)CN(c1ccc(C)cc1)S(=O)(=O)c1ccc2c(c1)n(C)c(=O)c(=O)n2C
    4% | 4.4%
94. CC(=O)NC1=NC(=O)/C(=C\c2ccc(-c3ccc(Cl)c(C(=O)O)c3)o2)S1
    5% | -83%
95. O=C(CN1CCN(S(=O)(=O)c2ccc(Cl)cc2)CC1)Nc1ccc2c(c1)OCO2
    2% | 3.3%
96. O=C(NC(=O)N1CCN(c2cccc(Cl)c2)CC1)c1ccccc1
    -19% | -1.2%
97. Cc1csc(OCc2ccc(C#N)cc2)n1
    0% | -3.2%
98. Cc1cccc(OCCCC(=O)O)c1C
    0% | 1.3%
99. Cc1nnc(Sc2c(-c3ccccc3)c3ccc(Cl)cc3[nH]c2=O)s1
    / | 4.0%
100. CCCC(=O)N1CCN(c2ccc(NC(=O)c3ccccc3)cc2)CC1
    -3% | 3.0%

Other entries follow.
Second line of a record: Rat MKP-3 inhibitors | Hsp70 inhibitors
101. O=C(CNc1n[nH]c(=O)[nH]c1=O)N/N=C/c1c(Cl)cccc1Cl
    0% | -6.5%
102. O=S(=O)(Nc1ccc(C(F)(F)F)cc1)c1cnc[nH]1
    6% | 0.2%
103. O=C(Nc1ccc(Oc2ccccc2)cc1)c1ccc([N+](=O)[O-])cc1
    2% | 3.0%
104. c1ccc2[nH]c(-c3ccnc4ccccc34)nc2c1
    -8% | -1.3%&12%
105. CCOc1ccc(C(=O)Nc2cc(Cl)ccc2OC)cc1OCC
    2% | 3.7%
106. COc1ccc(OC)c(N(CC(=O)Nc2ccc(Oc3ccccc3)cc2)S(C)(=O)=O)c1
    -1% | -3.5%
107. OC1C[N+]2(CCCCC2)C1
    -4% | 4.2%
108. COCc1cc(C)[nH]c(=O)c1C#N
    -11% | 5.5%
109. CC1CCc2nc(NC(=O)Cc3cccs3)sc2C1 (configuration not stated)
    -7% | -3.5%
110. CCOC(=O)N1CCC(NC(=O)C(NS(=O)(=O)c2ccc3c(c2)CCN3C(C)=O)C(C)C)CC1 (configuration not stated)
    7% | 1.8%
111. O=C1NC(=S)N(c2ccccc2F)C(=O)/C1=C/c1ccc(Sc2ccccc2)o1
    7% | 0.9%
112. CCCc1cc(=O)oc2cc(OCC(=O)C(C)(C)C)ccc12
    3% | -0.7%
113. O=C(COc1ccc(S(=O)(=O)NC2CCCCC2)cc1Cl)NCc1ccc2c(c1)OCO2
    / | -2.9%
114. CCCCSc1nnc(-c2c[nH]c3ccccc23)n1C
    -4% | -5.0%
115. CCCCN(CC)CCCNC(=O)CS(=O)(=O)Cc1nc(-c2cccc(OC)c2)oc1C
    -6% | 2.7%
116. O=C(NCCO)c1nc(NCCO)c2ccccc2n1
    -12% | -2.7%

Quoted at random: five compounds from above
Second line of a record: Rat MKP-3 inhibitors | Hsp70 inhibitors
104. c1ccc2[nH]c(-c3ccnc4ccccc34)nc2c1
    -8% | -1.3%&12%
109. CC1CCc2nc(NC(=O)Cc3cccs3)sc2C1 (configuration not stated)
    -7% | -3.5%
112. CCCc1cc(=O)oc2cc(OCC(=O)C(C)(C)C)ccc12
    3% | -0.7%
115. CCCCN(CC)CCCNC(=O)CS(=O)(=O)Cc1nc(-c2cccc(OC)c2)oc1C
    -6% | 2.7%
107. OC1C[N+]2(CCCCC2)C1
    -4% | 4.2%

Some values from above.
cpd 109 | Rat MKP-3 inhibitors = -7%
cpd 112 | Hsp70 inhibitors = -0.7%
cpd 115 | Hsp70 inhibitors = 2.7%
